Furin inh – inhibitors of human furin. P09958. purified furin, fluorogenic substrate cleavage. inhibition, % at 30 µM. 220,000 tested, 0.061% active; in the data active = inhibition above about 25%; note: inactives centre near -15
p97 inhibitor – human p97 ATPase inhibition. recombinant p97 ATPase, Kinase-Glo ATP luminescence, 3 h. inhibition, % at 8 µM. 220,000 tested, 0.42% active; in the data active = inhibition above about 15%;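 note: 0% = DMSO vehicle and 100% = wells lacking enzyme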
FXIIa inh – blocks human coagulation factor XIIa protease activity; P00748; purified FXIIa, Boc-QGR-AMC fluorogenic substrate, 2 h; inhibition, % at 5 µM; 220,000 tested, 0.3% active; in the data active = inhibition above about 40%;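 note: 0% = enzyme with no compound and 100% = blank without enzyme; many of its hits are not listed in these tables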
Thrombin inh – thrombin (human) inhibition; P00734; alpha-thrombin, Boc-VPR-AMC fluorogenic substrate cleavage; inhibition, % at 5 µM; 220,000 tested, 0.26% active; AID 1046;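 active = inhibition at or above 40%; inactive = inhibition below 40%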;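 note: 0% = enzyme with no compound and 100% = wells without enzyme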
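System – human alpha-thrombin protein · Reagent – Boc-VPR-AMC substrate, 15 µM final · Compound – 5 µM single dose in 0.2% DMSO · Schedule – reaction at room temperature · Technique – AMC fluorescence at 355 nm excitation and 460 nm emission · Read-out basis – % inhibition relative to enzyme controls and enzyme-free blanks · Control set – no-compound enzyme wells and no-enzyme blanks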
hK5 inh – kallikrein 5 (human) inhibition | recombinant hK5, fluorogenic AMC substrate cleavage | Q9Y337 | 210,000 tested, 0.59% active | inhibition, % at 5 µM;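 active = inhibition of 40% or more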;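 note: 0% = enzyme controls without compound and 100% = no-enzyme blanks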
Target sequence (Q9Y337 67-293 limits assumed): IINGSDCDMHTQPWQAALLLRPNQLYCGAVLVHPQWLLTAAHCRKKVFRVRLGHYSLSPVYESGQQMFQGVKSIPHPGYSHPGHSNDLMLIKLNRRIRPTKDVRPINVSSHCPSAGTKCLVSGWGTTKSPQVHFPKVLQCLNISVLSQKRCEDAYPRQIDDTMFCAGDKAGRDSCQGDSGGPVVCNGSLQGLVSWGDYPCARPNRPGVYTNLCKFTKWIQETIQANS
FXIa inh 1536 – blocks human coagulation factor XIa protease activity; 220,000 tested, 0.14% active; inhibition, % at 5 µM; P03951; purified FXIa, Boc-Glu-Ala-Arg-AMC fluorogenic substrate;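 active = inhibition of at least 40%; inactive = inhibition below 40%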;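 note: fluorescence of freed AMC excited at 355 nm; 0% = enzyme without compound and 100% = no enzyme blank; many of its hits are not listed in these tables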
Wee1 stabilizer – human Wee1 degradation inhibition, primary screen; reporter increase, % at 5 µM; P30291; HeLa Luc-Wee1K328M stability, luciferase luminescence; 100% = proteasome inhibitor MG132 effect; 220,000 tested, 1.2% active;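 active = activation above the mean of all tested compounds plus 3 SD, set per screening run, cut at about 8.8% in these data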;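 note: cells exposed to compound for 20 h before luminescence read; 0% = DMSO alone and 100% = MG132 at 30 µM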
Target sequence (P30291 whole entry K328M): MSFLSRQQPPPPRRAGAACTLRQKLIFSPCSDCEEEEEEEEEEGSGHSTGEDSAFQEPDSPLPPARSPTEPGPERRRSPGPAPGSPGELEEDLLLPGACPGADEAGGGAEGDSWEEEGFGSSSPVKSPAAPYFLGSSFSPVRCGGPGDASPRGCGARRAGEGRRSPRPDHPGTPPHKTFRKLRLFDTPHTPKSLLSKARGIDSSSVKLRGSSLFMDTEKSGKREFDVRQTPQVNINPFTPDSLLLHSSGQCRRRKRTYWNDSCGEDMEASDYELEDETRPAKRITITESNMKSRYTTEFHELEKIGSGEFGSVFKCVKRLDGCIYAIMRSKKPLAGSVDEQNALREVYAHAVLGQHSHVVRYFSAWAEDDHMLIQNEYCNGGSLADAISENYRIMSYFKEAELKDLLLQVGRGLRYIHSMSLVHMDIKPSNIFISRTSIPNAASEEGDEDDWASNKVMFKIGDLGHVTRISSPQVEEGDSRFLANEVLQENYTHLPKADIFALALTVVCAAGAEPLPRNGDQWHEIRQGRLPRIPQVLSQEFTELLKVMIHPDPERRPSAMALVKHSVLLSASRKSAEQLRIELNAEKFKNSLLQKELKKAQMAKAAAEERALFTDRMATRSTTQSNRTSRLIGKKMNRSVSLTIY
PERK inh – blocks human PERK kinase; CHO PERK-DD fusion, SEAP luminescence translation reporter; inhibition, % at 5.6 µM; 220,000 tested, 0.17% active;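 active = inhibition above the mean inhibition of all tested compounds plus 3 SD, set separately per screening campaign, cut at about 2.9% in these data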;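 note: PERK kinase domain activated by AP20187 dimerizer at 100 nM; 0% = DMSO with dimerizer and 100% = rapamycin at 8.4 µM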
Cl transport mod – modulators of human KCC2 chloride dependent transport; Q9H2X9; KCC2 cells, thallium flux FluoZin-2 fluorescence; B-score of Tl+ flux slope (higher = more flux/activation; lower = inhibition) at 10 µM; 190,000 tested, 2.2% active;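 active = thallium flux slope and its plate-corrected score both differing from the plate sample mean at a set confidence after two filtering rounds, in either direction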;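 note: slope of fluorescence scaled to starting intensity during 10 to 20 s after thallium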
Active calls of the source: *; x = no result given; [ ] = dose if it differs, or a comment.

No.	FXIa inh 1536	PERK inh	Cl transport mod	Furin inh	FXIIa inh	hK5 inh	Compound	Wee1 stabilizer	Thrombin inh	p97 inhibitor
1	-5.5	1.3	-0.0366	-22.8	-0.5	-17.2	COc1cccc(NC(=S)NNC(=O)Cn2nc([N+](=O)[O-])cc2C)c1	0.8	-1.2	0.3
2	-3.1	-0.1	-0.396	-24.2	0.0	-55.2	O=C1CSC(=S)N1N=C1CCCCCC1	13.4*	-8.0	-3.7
3	3.7	0.3	-0.127	-4.8	3.9	-11.5	Cc1ccc(C2=N/C(=C\c3cccnc3)C(=O)O2)cc1	1.9	-4.4	-7.3
4	-1.6	0.4	1.09	-12.6	3.6	-18.1	O=C(c1ccco1)N1CCN(C(=O)C2CC2)CC1	-1.6	-6.7	0.2
5	6.7	0.4	-0.558	-7.9	3.0	-14.8	CCCc1ccc(-c2ccc(C(=O)O)cc2)nc1	-1.8	-1.6	-0.4
6	-0.8	0.2	0.536	0.9	12.8	1.1	O=C(OCc1ccc(Cl)cc1)c1ccccc1C(=O)c1ccccc1	-2.2	-1.0	-2.2
7	2.5	0.3	-0.114	-15.5	12.1	-8.2	O=C(NC(c1ccccc1)c1ccccc1)C1CCCC1	2.7	-5.1	1.6
8	0.1	-0.4	0.166	-19.3	8.1	1.5	CC1(C)c2ccccc2N2CC(=O)N[C@@]21/C=C/C=C/c1ccccc1	1.4	-1.8	0.9
9	-5.1	-0.1	-1.48	-1.1	-2.7	2.2	COc1cc(CNc2ccc(CNc3ncn[nH]3)cc2)ccc1OCc1ccccc1	10.1*	-7.4	-7.8
10	-4.4	1.9	0.489	-19.8	1.8	-9.7	COc1ccc(OCC(=O)Nc2ccc(N3CCN(C(=O)c4ccccc4C)CC3)cc2)cc1	-3.6	0.8	-0.4
11	-0.6	-0.1	0.688	-6.4[20 µM]	11.0	-2.9	Clc1ccc(Cn2cc(Br)cn2)cc1Cl	-0.1	-1.2	0.0
12	-2.3	0.3	1.11	-8.6	18.1	5.8	O=C(O)c1ccc(N=NN2CCCC2)cc1	1.6	1.7	-2.3
13	-4.5	1.5	1.16	-21.3	5.1	-28.6	CCN(C(=O)Cn1c(=O)n(-c2cc(OC)c(OC)c(OC)c2)c(=O)c2ccccc21)c1cccc(C)c1	-0.6	2.5	1.0
14	11.2	-1.4	-0.752	-21.1[20 µM]	20.4	-4.9	O=C(CCc1ccccc1)Nc1ccccc1C(=O)NCc1ccco1	-1.1	2.4	1.5
15	-2.8	0.9	1.21	-14.2	1.0	-30.8	O=c1nc2ccccc2c2n1CC(CN1CCN(C(c3ccccc3)c3ccccc3)CC1)N2 (stereo unspecified)	3.0	1.1	2.1
16	3.6	-0.1	0.125	-12.4[20 µM]	14.6	6.4	C[C@H](NC(=O)c1ccco1)C(=O)Nc1ccc(S(=O)(=O)N2CCCC2)cc1	2.1	0.9	0.0
17	19.9	0.4	0.0617	-6.9	22.3	-10.6	COC(=O)c1cccc(Cn2c(Cl)c(/C=N/Nc3ccccc3C)sc2=O)c1	-4.8	-1.7	-0.3
18	-3.4	1.2	0.81	-28.2	5.3	-1.1	CC1Cn2c(nc(=O)c3c2NCN(CCc2ccccc2)C3)S1 (stereo unspecified)	-1.8	-2.9	7.7
19	7.5	0.3	0.547	-8.9	11.0	-11.0	COC(C(=O)NC1CC1)c1ccccc1 (stereo unspecified)	1.3	1.6	-2.7
20	-4.5	0.2	1.35	-12.8[20 µM]	8.4	-1.5	Clc1ccc2oc(-c3cccnc3)nc2c1	0.0	-0.6	1.1
21	-1.9	0.7	x	-11.3	8.7	4.2	COc1cccc(-c2cc(C(F)(F)F)nc(N3CCCCC3)n2)c1	-2.3	0.1	0.8
22	0.4	-0.8	-0.243	-12.1[20 µM]	16.0	-2.8	Cc1oc2c(c1C(=O)Nc1cccc3ccccc13)CCCC2	1.9	3.4	0.4
23	-1.9	0.6	0.159	-32.1	5.7	1.3	O=C(NCc1cccnc1)C(=O)NCC1CCCO1 (stereo unspecified)	-2.9	-6.6	4.1
24	-6.0	-0.4	x	-9.1[20 µM]	9.9	-1.1	COc1ccc(-c2c(C)nn(-c3ccccc3)c2N)cc1	4.8	-7.9	-3.3
25	3.1	1.9	0.872	-1.6	11.8	4.5	O=C(CSc1nnc(-c2ccc(Cl)cc2)n1-c1ccc(Cl)cc1)N/N=C/c1ccccc1C(=O)O	-3.1	0.7	-0.5

Other records follow.
No.	FXIa inh 1536	PERK inh	Cl transport mod	Furin inh	FXIIa inh	hK5 inh	Compound	Wee1 stabilizer	Thrombin inh	p97 inhibitor
26	1.2	-0.5	0.362	-14.3	11.6	-24.7	CN(Cc1ccccc1F)c1nc(-c2cccs2)nc2ccccc12	13.8*	0.3	3.0
27	3.0	0.1	-0.254	-15.2	2.3	16.9	CC(C)(C)NC(=O)c1ccc2c(c1)CCO2	-2.2	-6.8	1.8
28	-1.7	x	0.276	-17.2	2.6	-1.9	O=C1NC[C@@H](Cc2ccc(O)cc2)N(CC2CCCCC2)C1=O	x	-4.5	x
29	-1.4	x	0.445	-24.4	2.0	-1.1	COC(=O)[C@@H]1C[C@@H]2CC[C@@H](O)C[C@@H]2N1Cc1ccc(N2CCN(C)CC2)cc1	x	-4.3	x
30	2.0	1.3	0.275	-20.5	7.9	1.5	O=C(C1=C[C@H](c2ccc3c(c2)OCO3)C[C@H](OCc2ccc(CO)cc2)O1)N1CCCCCCC1	-0.4	0.0	-2.4
31	0.2	1.4	0.0646	-14.2	2.6	2.6	COc1ccc(C=O)cc1CSc1ccccn1	0.1	-2.0	5.1
32	1.5	0.5	0.306	-20.7	8.0	0.4	COc1ccc(N2C(=O)C(CC(=O)Nc3ccccc3)N(CCc3ccc(OC)c(OC)c3)C2=O)cc1 (stereo unspecified)	1.3	-4.2	4.2
33	-4.1	-0.3	-0.902	-14.3[20 µM]	6.6	-15.3	CC(C)(C)OC(=O)COc1cc(OCC(=O)OC(C)(C)C)c2c(=O)cc(-c3ccccc3)oc2c1	5.0	-3.9	-11.5
34	2.5	0.2	0.359	-20.9[20 µM]	10.8	0.6	Cc1ccc(NCCc2ccc(C)nc2)cc1	4.3	2.6	5.2
35	-11.2	-0.1	-0.655	-5.2[20 µM]	-11.1	-11.7	CCc1nc(N2CCN(C(=O)c3ccco3)CC2)c2c3c(sc2n1)CCCC3	4.7	2.0	0.3
36	-5.3	1.5	0.0659	-30.7	-6.9	-23.1	Cc1cc(NCCc2ccc(Cl)cc2)n2ncnc2n1	1.4	-0.5	0.8
37	-4.7	-1.8	-0.328	5.3	x	0.8	Cc1c(NC(=O)Cc2cccs2)cccc1[N+](=O)[O-]	-2.0	-11.2	-2.9
38	-1.6	0.0	1.05	-8.9	1.2	-6.6	O=[N+]([O-])c1ccc(N/N=C/c2ccccc2)c(F)c1	-0.2	-10.0	0.9
39	-6.5	-0.5	0.0846	-13.3	11.8	-14.3	Cc1ccc(NC(=O)CS(=O)CC(=O)N(c2ccccc2)C(C)C(=O)NC2CCCC2)cc1 (stereo unspecified)	10.2*	1.0	-3.6
40	0.7	0.8	x	-3.1[20 µM]	3.8	-11.0	O=C(O)c1ccc(CSCc2ccco2)cc1	1.8	-1.9	-2.5
41	5.5	0.2	0.696	-7.0	15.0	13.5	Cc1c(N)cccc1-n1cnnn1	0.0	3.3	-5.6
42	-1.7	0.7	-0.507	-31.5	x	1.8	CCn1c2ccccc2c2cc(/C=N/O)ccc21	-2.5	-3.1	4.8
43	4.0	x	0.667	-11.0	10.3	5.8	COc1ccc(Br)cc1[C@H]1[C@H]2C=CC[C@@H](C)[C@@H]2C(=O)N1Cc1ccccc1	x	3.9	x
44	2.2	-0.3	-0.0286	-11.9	7.6	-9.1	N=c1c2c(-c3ccccc3)c(-c3ccccc3)n(Cc3ccco3)c2ncn1CCCO	-1.0	-1.2	-4.0
45	-0.6	0.8	-0.574	-17.1	4.1	-23.3	Cc1cc(C(=O)CSc2ncccn2)c(C)n1-c1cccc(F)c1	0.2	-6.4	-1.4
46	11.3	0.2	-1.28	-23.0[20 µM]	15.7	0.6	O=C(CSc1nnc(Cc2ccccc2)o1)NC1CC2CCC1C2 (stereo unspecified)	-1.8	5.8	1.0
47	-3.5	-0.5	0.384	-16.5	1.3	-25.4	CCCCCNC(=O)Cc1cc(=O)[nH]c(=O)[nH]1	-1.6	-5.4	-8.4
48	-1.8	-0.1	0.385	-9.1	4.8	-2.9	O=C(Nc1ncccc1O)c1c(O)c2ccccc2[nH]c1=O	0.1	-5.1	2.1
49	6.7	-0.3	0.352	-5.1	9.9	-1.6	CCCCN(CCCC)CC(O)CN(c1cc([N+](=O)[O-])ccc1OC)S(=O)(=O)c1ccccc1 (stereo unspecified)	-2.9	4.6	6.7
50	-5.2	-1.6	-1.6	3.4	1.6	-13.6	CN(C)S(=O)(=O)c1ccc(Cl)c(C(=O)Nc2ccccc2[N+](=O)[O-])c1	-0.2	-18.4	-3.6

Limited to FXIa inh 1536, for six of the compounds above:
| item | SMILES | FXIa inh 1536 |
| --- | --- | --- |
| 41 | Cc1c(N)cccc1-n1cnnn1 | 5.5 |
| 42 | CCn1c2ccccc2c2cc(/C=N/O)ccc21 | -1.7 |
| 43 | COc1ccc(Br)cc1[C@H]1[C@H]2C=CC[C@@H](C)[C@@H]2C(=O)N1Cc1ccccc1 | 4.0 |
| 44 | N=c1c2c(-c3ccccc3)c(-c3ccccc3)n(Cc3ccco3)c2ncn1CCCO | 2.2 |
| 45 | Cc1cc(C(=O)CSc2ncccn2)c(C)n1-c1cccc(F)c1 | -0.6 |
| 46 | O=C(CSc1nnc(Cc2ccccc2)o1)NC1CC2CCC1C2 (stereo unspecified) | 11.3 |

Next section.
No.	FXIa inh 1536	PERK inh	Cl transport mod	Furin inh	FXIIa inh	hK5 inh	Compound	Wee1 stabilizer	Thrombin inh	p97 inhibitor
51	-3.0	1.4	-0.337	-20.8	5.3	-27.3	O=C(COc1ccc(Cl)cc1)NCc1nnc(SCC(=O)N2CCCCCC2)o1	0.0	2.2	0.9
52	-5.8	0.2	-7.35e-05	-17.3	10.7	-16.0	COCCn1c(Cc2ccccc2)nnc1SCC(=O)N(C)C	3.7	-13.9	4.6
53	4.2	1.4	0.388	-15.4	8.1	-2.5	Cc1ccc(NS(=O)(=O)c2ccc(Cl)c(C(=O)O)c2)cc1S(=O)(=O)N1CCOCC1	1.5	-1.4	4.6
54	-3.3	0.6	0.37	-26.2	4.7	-1.6	Cc1ccc(S(=O)(=O)N2CCN(C(=O)c3ccccc3)CC2)c(C)c1NS(C)(=O)=O	-0.3	-8.8	0.7
55	2.0	0.5	0.986	-18.0	8.2	4.9	CCOC(=O)CN1Cc2cccc(C(=O)O)c2C1=O	-2.6	-1.3	2.2

Some of the entries so far, with two lines to a compound.
Each structure is followed by: FXIa inh 1536, PERK inh, Cl transport mod, Furin inh, FXIIa inh, hK5 inh, Wee1 stabilizer, Thrombin inh, p97 inhibitor
54. Cc1ccc(S(=O)(=O)N2CCN(C(=O)c3ccccc3)CC2)c(C)c1NS(C)(=O)=O
    -3.3, 0.6, 0.37, -26.2, 4.7, -1.6, -0.3, -8.8, 0.7
55. CCOC(=O)CN1Cc2cccc(C(=O)O)c2C1=O
    2.0, 0.5, 0.986, -18.0, 8.2, 4.9, -2.6, -1.3, 2.2

Screens from PubChem BioAssay.
